Lipid droplet – modulators of hepatic lipid droplet formation; inhibition, % at 6.5 µM; 240,000 tested, 0.4% active; AML12 mouse hepatocytes, oleate lipid droplets, BODIPY imaging; AID 1656;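 active = lipid droplet intensity inhibited by at least 50%, with more than 500 cells counted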
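Assay system: AML12 mouse liver cells | Compound: 6.5 µM single-point dosing | Schedule: Overnight exposure | Technique: Fluorescence imaging, 20x objective, two fields per well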
Ins promoter up – MIN6 insulin promoter up-regulation; MIN6 insulin promoter-GFP reporter, high-content imaging; active compounds read high; z-score at 5 µM; 190,000 tested, 0.3% active;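 active = z-score above 3 at 5 µM with at least 500 cells counted in the well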
PMI inhibitors – MPI enzyme activity inhibition – biochemical, fluorescence intensity, coupled assay, primary screen (AID 1209) | purified PMI enzyme, coupled fluorescence intensity; higher % means a stronger effect | inhibition, % at 20 µM; hits with a dose series show IC50 in µM | 190,000 tested, 0.42% active;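 note: plate controls were DMSO vehicle for no effect and wells lacking substrate for full effect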
MT stabilizer – stabilizes microtubules in HeLa cells; % tubulin-high responders, % at 10 µM; 200,000 tested, 0.83% active; AID 2205; HeLa tubulin immunostaining HCS, 24 h; share of cells brighter than vehicle mean+2SD;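 active = plate Z-score above 3 for both tubulin-high and condensed-nucleus cell shares, with cell loss under 80%, at 10 µM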;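 note: anti alpha tubulin signal scored within the nucleus-defined area of each cell; some results filed as inactive read as strong as hits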
TNAP activation fold – human TNAP enzyme activators, primary screen, biochemical, luminescent, no phosphate acceptor, uHTS (AID 1001) | 200,000 tested, 0.03% active | purified TNAP, luminescent activation assay, no phosphate acceptor; higher activation fold means a stronger effect | one-dose activation fold at 20 µM; EC50 in µM for titrated hits; in the data active = activation fold from about 3, or a potency from the dose series; inactive = the rest, 99 in 100 with activation fold below about 1.6; note: many of its hits are not listed in these tables
Autophagy HCS – autophagy modulation, high-content screen | 190,000 tested, 0.98% active | MEF GFP-LC3 puncta imaging; test concentration mostly 10 µM | AID 463193 | calls only at 10 µM (by protocol);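 active = percentage of spot-positive cells more than 3 SD above its plate mean, without a fluorescence outlier flag or 80% toxicity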;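 note: spot-positive cell cutoff set from DMSO-treated cells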
T cell modulator – modulates CD8 T cell binding to vesicles | 2C CD8+ T cell-vesicle binding, flow cytometry; active compounds read low | calls only at 7 µM | 330,000 tested, 0.068% active | AID 2052;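 active = response, share of CD8 T cells binding vesicles, and their 90th percentile fluorescence all below set limits, cut at about 80% in these data, passing the limit was not always enough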
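Benchmarks: naked versus QL9-loaded vesicles / Assay system: purified 2C TCR transgenic mouse naive CD8+ T cells / Technique: high-throughput flow cytometry with anti-B7-1 and anti-CD8 staining / Timing: Cell–vesicle co-incubation 1.5 h at 37 °C, staining 20 min on ice / Read-out: percent CD8+ FL2 mean versus row control / Probe or stimulus: QL9-loaded Drosophila micro-vesicles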
PMI inhibition – human PMI inhibitors, high substrate, primary screen, biochemical, fluorescence intensity, high mannose 6-phosphate (AID 1220). recombinant PMI enzyme, coupled fluorescence intensity; higher % means a stronger effect. 190,000 tested, 0.66% active. one-dose inhibition, % at 20 µM; IC50 in µM for titrated hits
bCat nuc transl – beta-catenin nuclear translocation modulation. AID 1665. 190,000 tested, 0.3% active. HeLa beta-catenin nuclear translocation, immunofluorescence imaging. nuclear translocation activity, % at 5 µM;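 active = nuclear translocation activity above 50% at 5 µM, with a well cell count of 50 or more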;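 note: per-cell ratio of nuclear to cytoplasmic median beta-catenin stain intensity; plate controls were DMSO negative control for no effect and GSK-3 inhibitor IX positive control for full effect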
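Test system: human HeLa cell line; Doses: 5 µM primary, 0.02–20 µM confirmation; Incubation: 24 h compound exposure, 37°C; Detection: beta-catenin immunofluorescence imaging with DAPI; Read-out: beta-catenin nuclear/cytoplasmic ratio, % activation.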
Ins promoter up cell count – also measured in Ins promoter up; calls as there; cell count; measured here: cytotoxicity, nuclei count;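 total cells summed across four imaged fields per well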
Lipid droplet cells 6.5 µM – second read-out of Lipid droplet, no call of its own (marks repeat the call); cell count; measured here: cell count, cytotoxicity flag;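 cells counted across two imaged fields per well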
bCat nuc transl cell count 5 µM – also measured in bCat nuc transl; calls as there; cell count; measured here: cell count, cytotoxicity flag
T cell modulator vesicle-bound % – recorded beside T cell modulator, whose call it bears; double positive events, %; measured here: CD8+ vesicle-bound cell fraction;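 binding gate set so that unloaded-vesicle control wells show 10% double positive cells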
MT stabilizer Hoechst-high % – also measured in MT stabilizer; calls as there; % Hoechst-high responders; measured here: nuclear condensation Hoechst responders;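 share of cells brighter than vehicle mean plus two SD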
MT stabilizer cytotoxicity % – also measured in MT stabilizer; calls as there; toxicity, %; measured here: cytotoxicity by cell density;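 0% = mean cell density of plate MIN control wells and 100% = no cells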
Autophagy HCS cell loss 18 h – also measured in Autophagy HCS; calls as there; toxicity, %; measured here: cell loss, nuclei count;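 cell loss after 18 h compound exposure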
An asterisk follows results filed as active. Cut-off read from the data, not from the text of the source, unless noted: active = inhibition above about 50%; inactive = the rest.

For Cc1ccc(OCC(=O)N2N=C(C(F)(F)F)CC2(O)C(C)(C)C)cc1C (stereo not given) the results were Lipid droplet 19, PMI inhibitors 7%, MT stabilizer 1.4, TNAP activation fold 1.1, Autophagy HCS inactive, T cell modulator inactive, PMI inhibition 6%, bCat nuc transl -2.8, Lipid droplet cells 6.5 µM 813, bCat nuc transl cell count 5 µM 1268, T cell modulator vesicle-bound % 6, MT stabilizer Hoechst-high % 1.1, MT stabilizer cytotoxicity % 10 and Autophagy HCS cell loss 18 h -19.
`O=C(CCn1nc(-c2ccc(Cl)cc2)c2ccccc2c1=O)NN1CCOCC1` gave Lipid droplet -13, Ins promoter up -0.19, T cell modulator inactive, bCat nuc transl -0.8, Ins promoter up cell count 1450, Lipid droplet cells 6.5 µM 742, bCat nuc transl cell count 5 µM 1235 and T cell modulator vesicle-bound % 29.
For N#C/C(=C/c1ccccc1[N+](=O)[O-])c1nnc2n1CCCCC2 the results were Lipid droplet 0, Ins promoter up -0.06, PMI inhibitors -4%, MT stabilizer 1.9, TNAP activation fold 0.9, Autophagy HCS inactive, T cell modulator inactive, PMI inhibition -2%, bCat nuc transl 0.8, Ins promoter up cell count 1511, Lipid droplet cells 6.5 µM 639, bCat nuc transl cell count 5 µM 1143, T cell modulator vesicle-bound % 46, MT stabilizer Hoechst-high % 3.0, MT stabilizer cytotoxicity % 4.4 and Autophagy HCS cell loss 18 h 6.
For COc1ccccc1Nc1nnc(SCC(=O)NC(=O)Nc2ccc3c(c2)OCCO3)s1 the results were Lipid droplet -6, Ins promoter up 0.49, PMI inhibitors 15%, MT stabilizer 3.5, TNAP activation fold 1.2, Autophagy HCS inactive, T cell modulator inactive, PMI inhibition 4%, Ins promoter up cell count 1233, Lipid droplet cells 6.5 µM 574, T cell modulator vesicle-bound % 13, MT stabilizer Hoechst-high % 4.1, MT stabilizer cytotoxicity % 6.5 and Autophagy HCS cell loss 18 h 3.
Screening Clc1ccccc1C1CC(c2ccccc2)Nc2ncnn21 (stereo not given) returned Lipid droplet -22, Ins promoter up -0.42, PMI inhibitors 15%, MT stabilizer 3.1, TNAP activation fold 1.1, T cell modulator inactive, PMI inhibition 14%, bCat nuc transl -1.0, Ins promoter up cell count 1837, Lipid droplet cells 6.5 µM 636, bCat nuc transl cell count 5 µM 1098, T cell modulator vesicle-bound % 32, MT stabilizer Hoechst-high % 2.0 and MT stabilizer cytotoxicity % 9.1.
Screening CCn1nc(C)c(C(=O)Nc2cc(Oc3ccc(Cl)cc3)cc([N+](=O)[O-])c2)c1C returned Lipid droplet -8, Ins promoter up -0.52, PMI inhibitors 6%, MT stabilizer 29*, TNAP activation fold 1, Autophagy HCS inactive, T cell modulator inactive, PMI inhibition 4%, bCat nuc transl 2.7, Ins promoter up cell count 894, Lipid droplet cells 6.5 µM 794, bCat nuc transl cell count 5 µM 1048, T cell modulator vesicle-bound % 27, MT stabilizer Hoechst-high % 25*, MT stabilizer cytotoxicity % 23* and Autophagy HCS cell loss 18 h 32.
For CCOC(=O)C1=C(C)Nc2nnnn2C1c1ccccc1Cl (stereo not given) the results were Lipid droplet 0, Ins promoter up -0.39, PMI inhibitors -17%, MT stabilizer 4.3, TNAP activation fold 1, Autophagy HCS inactive, T cell modulator inactive, PMI inhibition -13%, bCat nuc transl -0.3, Ins promoter up cell count 1032, Lipid droplet cells 6.5 µM 650, bCat nuc transl cell count 5 µM 1073, T cell modulator vesicle-bound % 58, MT stabilizer Hoechst-high % 2.1, MT stabilizer cytotoxicity % 6.1 and Autophagy HCS cell loss 18 h 2.
O=C(CCl)N(c1ccccc1)c1ccccc1 was read as Lipid droplet -6, Ins promoter up -0.55, PMI inhibitors 0%, MT stabilizer 5.8, TNAP activation fold 1.1, Autophagy HCS inactive, PMI inhibition 1%, bCat nuc transl 0.4, Ins promoter up cell count 546, Lipid droplet cells 6.5 µM 687, bCat nuc transl cell count 5 µM 900, MT stabilizer Hoechst-high % 6.6, MT stabilizer cytotoxicity % 15 and Autophagy HCS cell loss 18 h 35.
Screening CC1Cc2ccccc2N1Cc1nc2cc(Cl)ccc2c(=O)[nH]1 (stereo not given) returned Lipid droplet 12, Ins promoter up 0.59, PMI inhibitors 11%, MT stabilizer 11, TNAP activation fold 1.2, Autophagy HCS inactive, T cell modulator inactive, PMI inhibition 15%, Ins promoter up cell count 852, Lipid droplet cells 6.5 µM 777, T cell modulator vesicle-bound % 53, MT stabilizer Hoechst-high % 5.8, MT stabilizer cytotoxicity % 3.5 and Autophagy HCS cell loss 18 h 1.
For CC(=O)Nc1cc([N+](=O)[O-])ccc1N1CCOCC1 the results were Lipid droplet 0, Ins promoter up 0.14, PMI inhibitors -2%, MT stabilizer 3.2, TNAP activation fold 0.9, Autophagy HCS inactive, T cell modulator inactive, PMI inhibition 2%, bCat nuc transl -1.5, Ins promoter up cell count 1306, Lipid droplet cells 6.5 µM 708, bCat nuc transl cell count 5 µM 1166, T cell modulator vesicle-bound % 55, MT stabilizer Hoechst-high % 1.1, MT stabilizer cytotoxicity % 8.7 and Autophagy HCS cell loss 18 h 10.
COc1ccc(CCNC(=O)COC(=O)CCC(=O)c2ccc(F)cc2)cc1OC was read as Lipid droplet -9, Ins promoter up -0.33, PMI inhibitors -8%, MT stabilizer 6.8, TNAP activation fold 1.1, Autophagy HCS inactive, T cell modulator inactive, PMI inhibition -4%, bCat nuc transl 1.6, Ins promoter up cell count 1419, Lipid droplet cells 6.5 µM 700, bCat nuc transl cell count 5 µM 1065, T cell modulator vesicle-bound % 21, MT stabilizer Hoechst-high % 2.0, MT stabilizer cytotoxicity % 8.7 and Autophagy HCS cell loss 18 h 3.
Screening CC1CC(C)CN(CCCn2c(=S)[nH]c3ccccc3c2=O)C1 (stereo not given) returned Lipid droplet 0, Ins promoter up 0.51, PMI inhibitors 6%, MT stabilizer 0.8, TNAP activation fold 1.1, Autophagy HCS inactive, T cell modulator inactive, PMI inhibition -2%, Ins promoter up cell count 944, Lipid droplet cells 6.5 µM 850, T cell modulator vesicle-bound % 46, MT stabilizer Hoechst-high % 1.0, MT stabilizer cytotoxicity % 9.5 and Autophagy HCS cell loss 18 h -8.
`CCOC(=O)c1c(NC(=O)CCN2C(=O)c3ccccc3C2=O)sc(C(=O)OC(C)C)c1C` gave Ins promoter up 2.6, PMI inhibitors 9%, MT stabilizer 1.1, TNAP activation fold 1, Autophagy HCS inactive, T cell modulator inactive, PMI inhibition 0%, bCat nuc transl 0.3, Ins promoter up cell count 1391, bCat nuc transl cell count 5 µM 1335, T cell modulator vesicle-bound % 4, MT stabilizer Hoechst-high % 2.9, MT stabilizer cytotoxicity % 9.3 and Autophagy HCS cell loss 18 h 11.
`OCC1CCCCN1CCNCc1cn[nH]c1-c1cccc2ccccc12` (stereo not given) gave Lipid droplet 1, Ins promoter up -0.5, T cell modulator inactive, bCat nuc transl 0.7, Ins promoter up cell count 1081, Lipid droplet cells 6.5 µM 723, bCat nuc transl cell count 5 µM 1306 and T cell modulator vesicle-bound % 43.
For COCCn1c(=NC(=O)CSC(C)=O)sc2cc(OC)ccc21 the results were Lipid droplet 11, Ins promoter up 0.47, PMI inhibitors 3%, MT stabilizer 1.7, TNAP activation fold 1.1, Autophagy HCS inactive, T cell modulator inactive, PMI inhibition 0%, bCat nuc transl -0.8, Ins promoter up cell count 1823, Lipid droplet cells 6.5 µM 691, bCat nuc transl cell count 5 µM 1097, T cell modulator vesicle-bound % 45, MT stabilizer Hoechst-high % 1.1, MT stabilizer cytotoxicity % 3.5 and Autophagy HCS cell loss 18 h 1.
Screening O=C(NC1CCCCCCC1)c1ccco1 returned Lipid droplet 8, Ins promoter up 0.06, PMI inhibitors 13%, MT stabilizer 2.7, TNAP activation fold 1.1, Autophagy HCS inactive, T cell modulator inactive, PMI inhibition 6%, Ins promoter up cell count 1272, Lipid droplet cells 6.5 µM 721, T cell modulator vesicle-bound % 38, MT stabilizer Hoechst-high % 0.4, MT stabilizer cytotoxicity % 23 and Autophagy HCS cell loss 18 h 1.
Screening O=[N+]([O-])c1cccc(N/N=C/c2cc([N+](=O)[O-])ccc2O)c1 returned Lipid droplet -3, Ins promoter up -1.2, PMI inhibitors -12%, MT stabilizer 4.3, TNAP activation fold 0.9, Autophagy HCS inactive, T cell modulator inactive, PMI inhibition -1%, bCat nuc transl 3.2, Ins promoter up cell count 990, Lipid droplet cells 6.5 µM 720, bCat nuc transl cell count 5 µM 1067, T cell modulator vesicle-bound % 51, MT stabilizer Hoechst-high % 1.3, MT stabilizer cytotoxicity % 0.1 and Autophagy HCS cell loss 18 h 10.
Screening O=C(Nc1nc(-c2ccncc2)cs1)c1ccc(S(=O)(=O)N2CCOCC2)cc1 returned Ins promoter up -1, PMI inhibitors 4%, MT stabilizer 3.9, TNAP activation fold 1.1, Autophagy HCS inactive, T cell modulator inactive, PMI inhibition 5%, bCat nuc transl 2.0, Ins promoter up cell count 1138, bCat nuc transl cell count 5 µM 1350, T cell modulator vesicle-bound % 35, MT stabilizer Hoechst-high % 3.0, MT stabilizer cytotoxicity % 9.7 and Autophagy HCS cell loss 18 h 5.

Two entries drawn at random from the list so far:
Screening O=C(NC1CCCCCCC1)c1ccco1 returned Lipid droplet 8, Ins promoter up 0.06, PMI inhibitors 13%, MT stabilizer 2.7, TNAP activation fold 1.1, Autophagy HCS inactive, T cell modulator inactive, PMI inhibition 6%, Ins promoter up cell count 1272, Lipid droplet cells 6.5 µM 721, T cell modulator vesicle-bound % 38, MT stabilizer Hoechst-high % 0.4, MT stabilizer cytotoxicity % 23 and Autophagy HCS cell loss 18 h 1.
Screening O=C(Nc1nc(-c2ccncc2)cs1)c1ccc(S(=O)(=O)N2CCOCC2)cc1 returned Ins promoter up -1, PMI inhibitors 4%, MT stabilizer 3.9, TNAP activation fold 1.1, Autophagy HCS inactive, T cell modulator inactive, PMI inhibition 5%, bCat nuc transl 2.0, Ins promoter up cell count 1138, bCat nuc transl cell count 5 µM 1350, T cell modulator vesicle-bound % 35, MT stabilizer Hoechst-high % 3.0, MT stabilizer cytotoxicity % 9.7 and Autophagy HCS cell loss 18 h 5.

This is a random part of the collection. Share with any hit: about 2.9%.
